# Bioassay records as filed in PubChem BioAssay.
# KOR beta-arrestin-1 = KOR antagonists, beta-arrestin recruitment, cell-based, luminescence, uHTS (AID 1778); KOR beta-arrestin recruitment, luminescence, antagonist mode; higher % means a stronger effect; inhibition, % at 10 µM, or IC50 in µM where a hit was titrated; 290,000 compounds, 0.091% hits; also: strong numbers were not always called active
# HIV fusion peptide = cell-free HIV fusion peptide-binding blockers – biochemical, uHTS, fluorescence dequenching, primary screen (AID 1986); cell-free peptide binding, fluorescence dequenching, 30 min; higher % means a stronger effect; inhibition, % at 20 µM; hits with a dose series show IC50 in µM; 290,000 compounds, 0.3% hits; in the data active = inhibition mostly above about 52%, no sharp cut-off; inactive = mostly below about 76%; also: some results filed as inactive read as strong as hits
# KOR beta-arrestin-2 = kappa opioid receptor activators – cell-based, luminescence, uHTS, primary screen (AID 1777) | KOR beta-arrestin recruitment, luminescence; higher % means a stronger effect | activation, % at 10 µM; hits with a dose series show EC50 in µM | 280,000 compounds, 0.02% hits; in the data active = activation above about 50%, passing the limit was not always enough; also: a part of the inactive calls stands beside numbers as strong as those of hits
# GPR35 arrestin U2OS = GPR35 antagonists blocking zaprinast-driven arrestin recruitment, primary screen, imaging, U2OS, beta-arrestin-GFP, zaprinast agonist (AID 2058) | inhibition, % at 10 µM; hits with a dose series show IC50 in µM | 290,000 compounds, 0.052% hits | U2OS GPR35 beta-arrestin-GFP translocation imaging, zaprinast antagonism; higher % means a stronger effect;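 active = inhibition of at least 50% with at least 30 cells and total cytoplasm GFP at most 10,000,000; inconclusive = under 30 cells or total GFP of 10,000,000 plus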
# GPR55 beta-arrestin = GPR55 agonists via beta-arrestin recruitment, primary screen, imaging, U2OS cells, beta-arrestin-GFP redistribution (AID 1961); activation, % at 10 µM, or EC50 in µM where a hit was titrated; U2OS GPR55 beta-arrestin-GFP redistribution imaging; higher % means a stronger effect; 290,000 compounds, 0.048% hits;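 active = activation above 40% with more than 50 cells counted in the well; inconclusive = wells holding fewer than 50 cells, flagged as toxic or sparse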;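 also: U2OS osteosarcoma cells stably expressing GPR55 and beta-arrestin-GFP; plate controls were DMSO negative control for no effect and LPI positive control for full effect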
# GPR55 LPI antagonism = inhibition of LPI-stimulated GPR55 beta-arrestin translocation – imaging, U2OS, beta-arrestin-GFP, LPI agonist, primary screen (AID 2013). 290,000 compounds, 0.13% hits. one-dose inhibition, % at 10 µM; IC50 in µM for titrated hits. U2OS GPR55 beta-arrestin-GFP translocation imaging, LPI antagonism; higher % means a stronger effect;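 active = spots per cell inhibited over 60%, with over 100 cells counted and total cytoplasm intensity under 500,000; inconclusive = wells with under 100 cells, flagged as likely toxic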;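 also: U2OS cells stably carrying GPR55 and arrestin-GFP stimulated by 5 µM LPI near EC80; imaged beta-arrestin-GFP aggregate spots per cell after agonist stimulation; plate controls were LPI-stimulated DMSO wells for no effect and DMSO wells without LPI for full effect; some results filed as inactive read as strong as hits; confirmed hits need IC50 under 10 µM and bright autofluorescent wells are also inconclusive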
# Myeloid diff MLP = compounds promoting myeloid differentiation; ER-HoxA9 myeloid progenitors, lysozyme-GFP differentiation, flow cytometry; calls only at 10 µM; 360,000 compounds, 1% hits;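 active = normalized GFP-positive differentiation at or above the plate's own cutoff, the solvent-only control mean plus 3 SD; inconclusive = no clear call, values can overlap the other calls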;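 also: cells exposed to compound for four days before flow analysis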
# NOD2 inhibition = inhibition of NOD2-driven NF-kB reporter – cell-based, luminescence, uHTS, HEK293 (AID 1566); 290,000 compounds, 0.63% hits; one-dose inhibition, % at 4 µM; EC50 in µM for titrated hits; HEK293 NOD2/NF-kB luciferase reporter, luminescence; higher % means a stronger effect; also: many of its hits are not listed in these tables
# NOD1 NF-kB reporter = inhibition of NOD1-driven NF-kB reporter – cell-based, luminescence, uHTS, primary screen (AID 1578); NOD1-driven NF-kB luciferase reporter cells, luminescence; higher % means a stronger effect; 290,000 compounds, 1% hits; inhibition, % at 4 µM, or EC50 in µM where a hit was titrated; in the data active = inhibition mostly above about 36%, no sharp cut-off; inactive = mostly below about 34%;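 also: HEK-293T reporter cells stimulated with the NOD1 agonist gamma-tri-DAP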
# Myeloid diff MLP GFP+ MAC1+ % = further read-out of Myeloid diff MLP, marked with its call; GFP+ MAC1+ double positive, %; measured here: differentiation confirmed by MAC1 staining
# Starred values were filed as active, the others as inactive; i = inactive; ? = inconclusive; . = no result given; + = active, no number; [ ] = dose if it differs, or a comment. Rule as the data show it, unless noted: active = inhibition above about 50%; inactive = the rest. This is a subset; count on the stated rates, not on these rows.
Structure	KOR beta-arrestin-1	HIV fusion peptide	KOR beta-arrestin-2	GPR35 arrestin U2OS	GPR55 beta-arrestin	GPR55 LPI antagonism	Myeloid diff MLP	Myeloid diff MLP GFP+ MAC1+ %	NOD2 inhibition	NOD1 NF-kB reporter
CC(NC(=O)C1CCCC1)c1ccc(Br)cc1 (centres undefined)	-3.5%	-1.8%	0.5%	2.2%	0.2%	-2.6%	i	0.8	11.1%	-16.5%
CCOc1ccc(OCC)c(NC(=O)C2CCN(c3nn4c(=O)cc(C)nc4s3)CC2)c1	2.5%	-3.2%	5.6%	-0.9%	0.2%	2.1%	i	0.7	-24.5%	-30.2%
CCOc1ccc(-n2c(C)cc(/C=C3/C(=N)N4C(=NC3=O)SN=C4S(C)(=O)=O)c2C)cc1	-39.7%	66.6%*	-1.0%	8.9%	0.7%	8.3%	i	0.5	30.3%	30.7%
COc1ccc(-n2c(Cc3cccn3C)nnc2SCC(=O)Nc2ccccc2)cc1	23.3%	-3.5%	0.4%	-7.2%	-0.3%	-0.5%	i	0.8	7.0%	41.9%
O=C(c1ccc(Cl)cc1)C1CCCN(C(=O)c2csnn2)C1 (centres undefined)	-15.8%	1.1%	-1.1%	4.5%	0.0%	-7.7%	i	0.2	-0.5%	-28.1%
Cc1ccc(-n2nnc3c(SCC(=O)NCc4ccco4)ncnc32)cc1	-22.4%	2.7%	0.5%	2.5%	-0.3%	-13.8%	i	1.1	6.0%	-30.2%
COc1ccc(S(=O)(=O)N(C)c2c(C)n(C)n(-c3ccccc3)c2=O)cc1OC	37.9%	-3.6%	7.2%	18.8%	-0.1%	8.6%	i	1.4	-7.3%	37.9%
Cc1ccc(S(=O)(=O)NCCNC(=O)CN2CCOCC2)cc1	9.6%	1.1%	-2.3%	-15.9%	0.0%	-0.2%	i	0.2	-4.7%	-32.7%
COc1cc(N/N=C(\C)c2ccc(O)c(C)c2)nc(-c2ccccc2)n1	-16.1%	-1.1%	-1.5%	7.3%	-0.1%	-3.7%	i	0.5	12.1%	-29.2%
Cc1nn(Cc2ccccc2)c(C)c1NC(=O)c1ccc([N+](=O)[O-])cc1[N+](=O)[O-]	3.9%	-1.0%	1.2%	0.3%	-0.2%	0.8%	i	1.4	15.5%	11.5%
Oc1ccccc1-n1c(-c2ccccc2)ccc1-c1ccccc1	29.0%	1.6%	6.7%	5.6%	-0.1%	1.4%	i	0.1	12.7%	9.9%
Cc1cccc(NS(=O)(=O)c2c(C(=O)N3CCCC3)c(C)n(C)c2C)c1	-50.6%	0.4%	2.2%	-8.6%	-0.2%	-14.6%	?	.	-13.9%	26.1%
O=C1CS/C(=N/N=C/c2cccs2)N1Cc1ccc(F)cc1	-16.9%	0.7%	1.4%	-8.7%	-0.1%	11.1%	i	0.4	9.1%	3.1%
CCOc1ccc(N=Nc2c(N)[nH][nH]c2=O)cc1	14.8%	-3.3%	-5.1%	15.6%	-0.2%	17.1%	i	0.1	-21.1%	-3.4%
COc1cc(/C=C(\C#N)C(=O)Nc2cccc(C(=O)O)c2)ccc1OCc1ccc(F)cc1	-11.4%	44.3%	1.2%	9.7%	0.6%	0.3%	i	2.6	-51.9%	11.3%
CCC(C)NC(=O)CSc1ccc(NC(C)=O)cc1 (centres undefined)	5.2%	0.7%	0.2%	-4.6%	-0.1%	6.0%	i	0.5	4.5%	-6.0%
Cc1cc(C)nc(SCc2cn3c(C)cc(C)nc3n2)n1	-21.8%	-1.1%	.	-1.9%	0.0%	3.6%	i	0.3	-0.9%	0.1%
COc1ccc(CCNC(=O)c2cc3c(=O)n4cccc(C)c4nc3s2)cc1OC	-12.6%	-1.1%	-2.8%	4.3%	-0.1%	-5.1%	i	0.2	15.1%	-15.1%
CCOC(=O)C1CCCN(C2=NC(=O)/C(=C/c3ccc(OC)cc3)S2)C1 (centres undefined)	15.6%	0.7%	-3.5%	6.7%	-0.3%	-1.7%	i	0.3	2.0%	-6.7%
COc1ccc(NC(C)=O)cc1NC(=O)CN1CCN(c2ccccn2)CC1	17.3%	-1.6%	-6.1%	-4.1%	-0.2%	21.4%	i	0.7	3.9%	-5.6%
COCCN(CCOC)C(=O)COC(=O)c1cc([N+](=O)[O-])ccc1Cl	11.4%	-2.0%	.	-6.0%	-0.1%	4.7%	i	0.2	-1.2%	-2.9%
Cc1cc(C(F)(F)F)n(-c2ccc(N)cc2)n1	-21.9%	0.2%	7.4%	-9.0%	-0.2%	5.6%	i	0.2	-7.8%	-18.7%
Cc1ccc(C)c(SCC(=O)OC/C(O)=C(\C#N)c2nc3ccccc3[nH]2)c1	-1.3%[20 µM]	7.7%	-1.8%	-9.3%	-0.1%	-5.5%	i	0.8	.	.
Cc1cccc(Nc2nc(NCC3CCCO3)nc(N)c2[N+](=O)[O-])c1 (centres undefined)	-18.6%	-0.4%	-3.9%	1.4%	0.2%	12.2%	+	9.7*	6.0%	-27.5%
Cc1ccc(CC2C(=O)N(c3ccccc3)C(=O)C2C)cc1 (centres undefined)	-47.5%[20 µM]	0.3%	-3.6%	0.9%	-0.1%	13.9%	i	0.3	0.6%	-25.9%
COCCNC(=S)N1CCN(c2nc(-c3cccc(OC)c3)cs2)CC1	-27.0%[20 µM]	-1.4%	-7.0%	-11.8%	-0.4%	-15.0%	i	0.7	10.5%	-32.3%
Cc1ccc(CS(=O)(=O)CCC(=O)NCCN2CCCCC2C)cc1 (centres undefined)	19.4%	-1.7%	-0.7%	9.6%	-0.1%	-0.7%	i	0.5	7.5%	96.5%*
Cc1cc(C)nc(NC(=O)CSc2ncccn2)n1	13.0%[20 µM]	2.2%	.	-1.4%	0.2%	5.9%	.	.	-21.8%	3.6%
COc1cccc(NC(=O)CCCCCN2C(=O)[C@@H]3Cc4ccccc4CN3C2=O)c1	24.1%	1.1%	2.7%	-13.2%	-0.1%	14.3%	i	1.4	20.1%	-8.2%
COc1ccc2c(ccc[n+]2CC(=O)c2ccc(C)cc2)c1	-0.1%[20 µM]	1.6%	-2.0%	10.6%	-0.1%	-10.7%	i	0.7	7.1%	57.3%

# Part of the list above, field by field:
> CCOc1ccc(N=Nc2c(N)[nH][nH]c2=O)cc1
- KOR beta-arrestin-1: 14.8%
- HIV fusion peptide: -3.3%
- KOR beta-arrestin-2: -5.1%
- GPR35 arrestin U2OS: 15.6%
- GPR55 beta-arrestin: -0.2%
- GPR55 LPI antagonism: 17.1%
- Myeloid diff MLP: i
- Myeloid diff MLP GFP+ MAC1+ %: 0.1
- NOD2 inhibition: -21.1%
- NOD1 NF-kB reporter: -3.4%

> O=C1CS/C(=N/N=C/c2cccs2)N1Cc1ccc(F)cc1
- KOR beta-arrestin-1: -16.9%
- HIV fusion peptide: 0.7%
- KOR beta-arrestin-2: 1.4%
- GPR35 arrestin U2OS: -8.7%
- GPR55 beta-arrestin: -0.1%
- GPR55 LPI antagonism: 11.1%
- Myeloid diff MLP: i
- Myeloid diff MLP GFP+ MAC1+ %: 0.4
- NOD2 inhibition: 9.1%
- NOD1 NF-kB reporter: 3.1%

> Cc1cccc(Nc2nc(NCC3CCCO3)nc(N)c2[N+](=O)[O-])c1 (centres undefined)
- KOR beta-arrestin-1: -18.6%
- HIV fusion peptide: -0.4%
- KOR beta-arrestin-2: -3.9%
- GPR35 arrestin U2OS: 1.4%
- GPR55 beta-arrestin: 0.2%
- GPR55 LPI antagonism: 12.2%
- Myeloid diff MLP: +
- Myeloid diff MLP GFP+ MAC1+ %: 9.7*
- NOD2 inhibition: 6.0%
- NOD1 NF-kB reporter: -27.5%

> COc1ccc2c(ccc[n+]2CC(=O)c2ccc(C)cc2)c1
- KOR beta-arrestin-1: -0.1%[20 µM]
- HIV fusion peptide: 1.6%
- KOR beta-arrestin-2: -2.0%
- GPR35 arrestin U2OS: 10.6%
- GPR55 beta-arrestin: -0.1%
- GPR55 LPI antagonism: -10.7%
- Myeloid diff MLP: i
- Myeloid diff MLP GFP+ MAC1+ %: 0.7
- NOD2 inhibition: 7.1%
- NOD1 NF-kB reporter: 57.3%

# Later entries:
# Sequence of screens – KOR beta-arrestin-1, HIV fusion peptide, KOR beta-arrestin-2, GPR35 arrestin U2OS, GPR55 beta-arrestin, GPR55 LPI antagonism, Myeloid diff MLP, Myeloid diff MLP GFP+ MAC1+ %, NOD2 inhibition, NOD1 NF-kB reporter
- CCC(C)C(NC(=O)c1ccc(Cl)cc1)C(=O)Nc1cccnc1 (centres undefined)
  -6.3%, -0.5%, -0.6%, 7.8%, 0.6%, -10.7%, i, 0.6, 0.7%, -21.4%
- CCn1ccnc1CNC(=O)CC1C(=O)NCCN1CCCc1ccccc1 (centres undefined)
  2.3%, -1.3%, 2.5%, -11.9%, 0.8%, 16.6%, i, 0.5, 9.1%, -20.2%
- Clc1ccc(CNc2ccc(N3CCN(Cc4ccccc4)CC3)cc2)cc1
  -18.9%, -2.2%, 8.2%, 10.6%, -0.3%, 11.8%, i, 0.9, 36.6%, -24.6%
- CCOC(=O)c1c(NC(=O)c2cccc([N+](=O)[O-])c2C(=O)O)sc2c1CCCC2
  10.6%, 0.6%, -1.2%, 0.4%, -0.2%, 4.1%, i, 0.4, 0.7%, 0.9%
- CC(=O)c1c(C)nc2ccc(Cl)cn12
  3.3%, -0.1%, -6.0%, -11.3%, -0.2%, 10.6%, i, 0.5, 10.5%, -3.5%
- Cc1ccccc1CCNC(=O)Cn1ccc2cc(S(=O)(=O)N3CCCC3)ccc21
  2.8%, 0.1%, -6.3%, -7.1%, -0.2%, 14.5%, i, 1.9, -11.6%, -49.5%
- Cc1[nH]n(-c2ccccc2)c(=O)c1/C=N/NC(=O)c1ccccc1F
  15.9%, 2.0%, -4.0%, 3.6%, 0.0%, -1.0%, ., ., 6.9%, -9.2%
- CN(C)S(=O)(=O)c1cccc(C(=O)NCC2CCCO2)c1 (centres undefined)
  -7.3%, 0.0%, -2.0%, 7.1%, 0.0%, 2.5%, i, 0.4, 4.6%, -8.0%
- CSc1nsc2nc(=O)c(/C=C3\C=Nc4ccccc43)c(N)n12
  12.1%, 74.5%, -3.3%, -0.6%, 0.2%, 1.5%, i, 0.4, -53.2%, -58.8%
- CC(C)C(=O)Nc1cccc(-c2nc3ccccc3c(=O)o2)c1
  -49.4%, 2.1%, -1.9%, 8.2%, 0.0%, 6.1%, i, 1.2, 2.1%, 12.1%
- Cc1cc(-c2csc(NC(=O)c3ccc(=O)[nH]c3)n2)c(C)n1Cc1ccco1
  -6.7%, 61.0%*, -1.5%, -4.0%, -0.2%, -0.8%, i, 1.1, 13.1%, -1.8%
